# Screening data from PubChem BioAssay.
# Keap1 Nrf2 FP: inhibitors of human Keap1-Nrf2 protein-protein interaction. Q14145. Keap1 Kelch-Nrf2 peptide fluorescence polarization, 1536-well. inhibition, % at 9.4 µM. 340,000 compounds, 0.15% hits. AID 504523; in the data active = inhibition above about 12%;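 also: human Keap1 Kelch domain with fluorescein labeled Nrf2 9mer peptide probe; 0% = neutral control wells and 100% = peptide positive control; higher means more block of Keap1 binding to Nrf2 peptide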
# Target sequence (Q14145 whole entry, looked up, the tested form may be a part): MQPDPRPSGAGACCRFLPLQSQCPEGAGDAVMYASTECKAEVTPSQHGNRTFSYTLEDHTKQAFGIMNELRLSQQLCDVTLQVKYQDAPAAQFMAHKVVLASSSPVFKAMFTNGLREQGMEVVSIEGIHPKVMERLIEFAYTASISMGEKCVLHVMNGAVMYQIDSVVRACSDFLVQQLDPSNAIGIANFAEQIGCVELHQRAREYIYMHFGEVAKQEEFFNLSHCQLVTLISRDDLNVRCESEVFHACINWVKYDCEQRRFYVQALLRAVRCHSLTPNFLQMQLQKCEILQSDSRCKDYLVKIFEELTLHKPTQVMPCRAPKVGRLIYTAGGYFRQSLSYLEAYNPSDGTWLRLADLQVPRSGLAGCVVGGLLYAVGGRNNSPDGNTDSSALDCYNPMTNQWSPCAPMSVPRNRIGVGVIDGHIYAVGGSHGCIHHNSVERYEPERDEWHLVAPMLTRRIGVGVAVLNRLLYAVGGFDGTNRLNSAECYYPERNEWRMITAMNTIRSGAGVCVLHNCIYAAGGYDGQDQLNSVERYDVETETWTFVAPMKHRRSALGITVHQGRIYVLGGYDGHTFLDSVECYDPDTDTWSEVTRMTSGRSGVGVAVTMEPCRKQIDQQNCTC
# DAGLB inh: blocks human DAGLB lipase activity | Q8NCG7 | HEK293T DAGLB membrane lysate, EnzChek fluorogenic substrate | inhibition, % at 5.17 µM | 340,000 compounds, 0.059% hits; in the data active = inhibition above about 34%;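 also: 0% = enzyme with vehicle and 100% = wells lacking enzyme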
# RTF Ca sens act: cardiac RTF calcium sensitization; P19429+P45379; IANBD-labeled TnC RTF fluorescence at EC20 calcium; 0% EC20 calcium, 100% full calcium; activation, % at 7.2 µM; 340,000 compounds, 0.24% hits;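 active = activation above the mean over all tested compounds plus 3 SD, cut at about 30% in these data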;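 also: rise in fluorescence read as greater calcium sensitivity of cardiac thin filaments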
# C-LANA FP: blocks KSHV LANA C-terminal domain binding to DNA. MBP-C-LANA/FAM-LBS DNA binding, fluorescence polarization. inhibition, % at 9 µM. 340,000 compounds, 0.078% hits;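 active = highest replicate inhibition at or above 60% at 9 µM, even if other replicates fall short; inactive = all replicates below 60% inhibition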;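 also: 0% = neutral control wells and 100% = 4 µM acridine orange control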
# RTF Ca sens inh: cardiac RTF calcium desensitization; P19429+P45379; AID 493244; IANBD-labeled cardiac RTF, Ca2+ fluorescence; inhibition, % at 7.15 µM; 340,000 compounds, 0.12% hits;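 active = inhibition above the mean inhibition of all tested compounds plus 3 SD, cut at about 17% in these data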;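 also: assay run at fixed EC70 calcium of 1.6 mM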
# CAL PDZ FP-1: human CAL PDZ-peptide interaction inhibition. Q9HD26. purified CAL PDZ, TMR-peptide fluorescence polarization, 1 h. inhibition, % at 20 µM. 330,000 compounds, 0.02% hits. AID 504414;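 active = highest replicate inhibition of at least 40%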;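 also: plate controls were DMSO neutral control wells for no effect and unlabeled competitor peptide control wells for full effect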
#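 System: tagged CAL PDZ domain. Schedule: 1 h room-temperature incubation prior to read. Signal: fluorescence polarization (mP). Measure: percent inhibition from loss of millipolarization.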
# Rtt109 HAT inh: inhibitors of Candida albicans Rtt109/Vps75 histone acetyltransferase. Q5AAJ8. purified Rtt109/Vps75, ThioGlo CoA-SH fluorescence, 4 h. inhibition, % at 34.9 µM. 330,000 compounds, 0.16% hits;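 active = inhibition of at least 50% in every replicate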
# PKA-R2B activ: activates the human PKA-R2B holoenzyme complex. PKA-R2B holoenzyme dissociation, Cy5-IP20 fluorescence polarization; R2B truncated from residue 108, S112A mutant; 0% DMSO only, 100% 113 µM cGMP. activation, % at 11.4 µM. 340,000 compounds, 0.079% hits;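 active = activation above a cutoff set at the mean over all compounds plus 3 SD, cut at about 18% in these data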;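 also: higher means more holoenzyme dissociation and a rise in polarization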
# Target sequence (P31323 whole entry, looked up, other chains not shown, the tested form may be a part): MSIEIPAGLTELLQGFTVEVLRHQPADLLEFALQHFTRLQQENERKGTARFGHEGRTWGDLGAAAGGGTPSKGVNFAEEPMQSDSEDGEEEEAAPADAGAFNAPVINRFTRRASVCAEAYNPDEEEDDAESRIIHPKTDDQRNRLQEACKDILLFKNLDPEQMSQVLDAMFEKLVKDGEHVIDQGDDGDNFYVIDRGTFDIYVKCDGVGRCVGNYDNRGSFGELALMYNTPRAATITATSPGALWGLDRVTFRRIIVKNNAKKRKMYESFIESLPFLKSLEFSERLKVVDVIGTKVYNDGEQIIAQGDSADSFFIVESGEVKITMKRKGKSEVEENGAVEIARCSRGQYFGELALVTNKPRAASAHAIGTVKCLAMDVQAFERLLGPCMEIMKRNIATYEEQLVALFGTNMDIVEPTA
# SR-BI DiI-HDL act: SR-BI HDL lipid transfer activation | 320,000 compounds, 0.096% hits | CHO ldlA[mSR-BI] cells, DiI-HDL uptake fluorescence, 3 h; 100 = double the neutral-control signal | activation, % at 12.5 µM;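 active = mean replicate activation of at least 60% and every replicate at or above 60%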;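 also: 0% = median plate neutral-control signal and 100% = twice that signal; values of inactives mirror those of a sister screen read the other way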
#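 Material: SR-BI-overexpressing, LDLR-lacking CHO cells | Dosing: Single compound concentration, delivered by pin transfer | Probe or stimulus: Labelled HDL, 10 µg/mL | Signal: Bottom-read cell fluorescence after medium removal, ex 550/em 595 nm | Schedule: 3 h, 37 °C | Evaluation: HDL uptake via cellular fluorescence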
# CAL PDZ FP-2: CAL PDZ (human) peptide binding inhibition; 300,000 compounds, 0.92% hits; AID 602252; purified CAL PDZ, TMR-peptide fluorescence polarization, 1 h; inhibition, % at 24.9 µM;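 active = mean inhibition of at least 30% with at least half of replicates also reaching 30%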;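 also: 0% = DMSO neutral control and 100% = excess unlabeled competitor peptide PRC23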
# An asterisk follows results filed as active; . = no result given.
# Sequence of screens: Keap1 Nrf2 FP	DAGLB inh	RTF Ca sens act	C-LANA FP	RTF Ca sens inh	CAL PDZ FP-1	Rtt109 HAT inh	PKA-R2B activ	SR-BI DiI-HDL act	CAL PDZ FP-2
O=C(N/C(=C/c1ccccc1)C(=O)N1CCCCC1)c1ccc(Br)o1
 : -7	-4	1	0.0	1	0.8	24	2	-2	-3
Cc1ccc(Cn2c(Sc3ncccn3)nc3c2c(=O)[nH]c(=O)n3C)cc1
 : 3	2	6	1.9	-7	-0.6	0	-10	27	-6
O=C1Nc2ncccc2OC1CCCl (stereo not drawn)
 : 2	3	0	1.7	-2	-1.1	-3	-1	2	-1
Nc1ccc(Oc2ccc(Cl)cc2)cc1
 : 1	1	-1	1.7	-4	-0.2	-3	-8	-6	9
CCCOc1ccc(N2C(=O)CC(SC(=NC)Nc3ccc(F)cc3)C2=O)cc1 (stereo not drawn)
 : 3	-2	-9	1.9	-5	-1.7	7	-12	-17	-4
CCOC(=O)c1c(C=O)c(C)n(Cc2ccc(C)cc2)c1C
 : -3	-6	5	0.9	-5	-1.4	-5	-11	-5	-7
O=C1c2ccccc2NC(c2cccc([N+](=O)[O-])c2)N1O (stereo not drawn)
 : 1	4	-3	-1.7	-4	-0.8	6	-11	19	-4
COc1ccc(-c2ccc(CCC(=O)O)n2CC2CCCO2)cc1 (stereo not drawn)
 : -5	-4	7	1.9	-11	0.3	-5	-2	13	-3
CCOc1ccccc1/C=N/NC(=O)c1cccc(Cl)c1
 : -3	-6	0	-1.8	13	-1.8	2	-7	-86	-1
COc1ccc(C2CC(c3ccccc3)=NN2C(=O)COC(=O)c2cccnc2)cc1 (stereo not drawn)
 : -3	0	-5	-1.6	0	-1.1	10	9	4	-2

# Some of the entries so far, with tabs:
SMILES	Keap1 Nrf2 FP	DAGLB inh	RTF Ca sens act	C-LANA FP	RTF Ca sens inh	CAL PDZ FP-1	Rtt109 HAT inh	PKA-R2B activ	SR-BI DiI-HDL act	CAL PDZ FP-2
Nc1ccc(Oc2ccc(Cl)cc2)cc1	1	1	-1	1.7	-4	-0.2	-3	-8	-6	9
CCCOc1ccc(N2C(=O)CC(SC(=NC)Nc3ccc(F)cc3)C2=O)cc1 (stereo not drawn)	3	-2	-9	1.9	-5	-1.7	7	-12	-17	-4
CCOC(=O)c1c(C=O)c(C)n(Cc2ccc(C)cc2)c1C	-3	-6	5	0.9	-5	-1.4	-5	-11	-5	-7
O=C1c2ccccc2NC(c2cccc([N+](=O)[O-])c2)N1O (stereo not drawn)	1	4	-3	-1.7	-4	-0.8	6	-11	19	-4

# (next part)
# Sequence of screens: Keap1 Nrf2 FP	DAGLB inh	RTF Ca sens act	C-LANA FP	RTF Ca sens inh	CAL PDZ FP-1	Rtt109 HAT inh	PKA-R2B activ	SR-BI DiI-HDL act	CAL PDZ FP-2
CCc1ccc(C2NC(=O)c3ccccc3O2)cc1 (stereo not drawn)
 : -2	1	0	-0.8	0	-0.7	3	-2	-8	-2
CCC(C)n1ncn(-c2ccc(N3CCN(c4ccc(OC)cc4)CC3)cc2)c1=O (stereo not drawn)
 : 1	29	-2	0.6	-20	-0.9	3	18	-25	-4
O=C(Nc1ccc([N+](=O)[O-])cc1)Nc1ccc2c(c1)OCCO2
 : -5	-1	9	0.0	-2	-0.3	-3	12	-47	0
COc1cc2cc(CCOC(=O)CCCC(=O)O)oc(=O)c2cc1OC
 : -32	-8	0	1.8	-15	-0.4	2	11	11	-5
Cc1ccc(NS(=O)(=O)c2ccccc2)c2c1CC(C)(C)O2
 : 1	-4	-1	1.3	10	-1.9	-1	-11	-18	-2
Cc1ccsc1/C=N/NC(=O)CNC(=O)c1cccc([N+](=O)[O-])c1C
 : -3	-1	1	0.9	-23	-0.1	-6	-2	-14	.
Cc1cnn(C(=O)c2cc(-c3ccccc3)nc3ccccc23)c1
 : -4	-10	5	1.2	-10	-0.6	-9	-3	-15	-3
Cc1ccc(S(=O)(=O)Nc2cccc3c2O[C@H](CN(C)Cc2ccccc2)[C@@H](C)CN([C@H](C)CO)C3=O)cc1
 : -4	1	6	-0.1	13	0.2	1	-16	-2	-5
Cn1nc(C(=O)NCCOc2ccccc2)c2ccccc2c1=O
 : 0	-2	-3	-0.9	-13	0.3	17	1	-3	3
COc1ccc(N2C(=O)CC(NCCNc3ccc([N+](=O)[O-])cn3)C2=O)cc1 (stereo not drawn)
 : -2	0	-4	0.5	2	0.2	7	-6	-3	-5
Cc1cnc(=O)[nH]c1SCC(=O)Nc1nccs1
 : 0	-1	-4	0.8	-17	-1.8	0	-16	-2	7
CC1CCCC(C)N1C(=O)CNCc1ccc2c(c1)OCO2 (stereo not drawn)
 : -6	0	11	5.5	-4	-0.2	1	-2	8	-2
CCC(Sc1nc2ccccc2c(=O)n1CCN1CCOCC1)C(=O)NCc1cccnc1 (stereo not drawn)
 : -5	2	4	1.0	-7	-1.0	.	-2	10	-3
Cc1ccc(S(=O)(=O)C2(C(=O)NC3CCCCC3)CC2)cc1
 : 1	-1	1	-0.1	-6	0.7	0	3	6	2
CCOC(=O)CSc1nnc(SCCN2C(=O)c3ccccc3C2=O)s1
 : -1	-3	3	-0.2	-12	-0.9	6	-21	28	1
O=c1/c(=C\c2ccc3c(c2)OCO3)sc2n1CCCN=2
 : -2	-4	-3	-0.1	4	-3.0	.	-7	20	0
O=C(Nc1ccccc1)Nc1ccccc1
 : -5	-3	-3	0.9	3	-0.4	6	5	-4	-1
COc1ccc([C@H]2CC(=O)C=C(c3cccc(NC(C)=O)c3)C2)cc1
 : -2	-3	1	2.1	1	-0.1	-10	-7	-19	-3
Cc1ccc(-n2c(SCC(=O)NCc3ccco3)nnc2-c2cccnc2)c(C)c1
 : 2	-1	-4	-1.2	-12	-1.3	16	4	-14	-5
CSc1ccccc1C(=O)N1CCN(c2cccc(Cl)c2)CC1
 : -3	-3	10	-1.2	6	-0.5	16	-8	-4	3
CC(C)N1C(=O)C2C(c3ccccc3O)NC(C)(C(=O)O)C2C1=O (stereo not drawn)
 : -7	2	3	-0.2	0	1.2	23	-4	2	.
CC(C)[C@H](NC(=O)c1ccccc1Cl)C(=O)NC1CCCCCC1
 : -3	0	1	-0.3	1	16	-1	-2	26	10
COC(=O)CN1C(=O)[C@H]2[C@@H](C3CC3)N3C(=O)CN(Cc4ccccn4)C(=O)[C@@]3(Cc3ccccc3)[C@H]2C1=O
 : -6	-4	-12	-0.4	0	-1.3	-4	-3	22	-1
CN1CCN(S(=O)(=O)c2ccc(N(C)Cc3c(F)cccc3Cl)nc2)CC1
 : 6	-2	3	1.5	-5	0.0	-2	-2	5	-1
O=C(COC(=O)c1ccc(O)cc1O)Nc1ccc(Cl)cn1
 : -5	0	-3	2.7	0	-1.2	2	-4	4	29
CCOC(=O)N/N=C1\CCc2ccccc21
 : -2	0	9	5.0	-6	-1.5	3	-3	-1	-1
O=C(CN1C(=O)NC2(CCCC2)C1=O)NCc1ccc(F)cc1
 : -4	-1	7	-0.4	-6	-1.2	-17	0	14	.
CCN1CCc2c(OCc3ccccc3)cccc2C1=O
 : -1	-4	-3	-0.4	10	-1.7	1	-10	-80	-3
COC(=O)c1c(NC(=O)CC2SC(N)=NC2=O)sc(C)c1C (stereo not drawn)
 : -5	3	-2	1.3	4	-2.4	.	-10	7	0
CCOC(=O)c1c(C)[nH]c(C(=O)CN2C(=O)NC(C)(C)C2=O)c1C
 : -1	-3	0	-0.6	-1	-3.8	-4	8	-18	1
C=CCNc1oc(Cc2cccc3ccccc23)nc1C#N
 : -4	-6	7	0.0	-9	-1.2	-3	-13	-24	.
O=C(N/C(=C\c1ccc(Br)cc1)C(=O)N1CCOCC1)c1ccc([N+](=O)[O-])cc1
 : 6	-1	2	-0.6	-3	-2.9	4	8	.	-6
Cc1cc(C)c2c(n1)nn1c(N3CCN(Cc4ccccc4)CC3)cc(C)nc21
 : -1	0	-11	-2.2	-14	-2.8	-10	3	9	0
C=CCNC(=O)C1CC(=O)N(c2ccc(C)cc2)C1 (stereo not drawn)
 : 4	3	0	-0.1	0	-1.8	-4	9	2	.
CCOc1ccc(N(C)C(=O)CCc2nnc3ccc(N4CCOCC4)nn23)cc1
 : 1	0	-5	0.1	0	-0.7	3	-8	32	2
CCCCN(CC)CCNC(=O)c1nn(-c2ccc(OC)cc2)c(=O)c2c1c1ccccc1n2C
 : 1	1	6	0.6	-4	-3.0	-5	-1	-6	-4
CN(CCc1ccccn1)C(=O)CC1C(=O)NCCN1Cc1ccc(-c2ccccc2)cc1 (stereo not drawn)
 : -5	0	0	1.8	-11	-1.6	0	2	0	3
O=c1cc(O)c2sc3nc(-c4ccccc4)cc(C(F)(F)F)c3c2[nH]1
 : 1	0	10	1.2	-2	-5.0	-7	-4	.	-18
Nc1c(C(=O)c2ccccc2)sc(Nc2ccccc2)c1S(=O)(=O)c1ccccc1
 : 2	-4	0	-3.3	-3	-0.5	-1	-10	-48	-2
CC(C)c1ccccc1NC(=O)Cn1c(-c2ccccc2Cl)nc2ccccc21
 : 0	-2	-4	-0.3	7	-1.7	-1	-4	6	-3
CCOC(=O)CN1C(=O)N[C@H](c2ccc(Br)cc2)C(C(C)=O)=C1C
 : -6	0	6	1.1	-1	1.1	0	-8	13	1
O=C(COC(=O)c1ccccc1Cl)Nc1cccnc1Cl
 : 5	2	1	-0.7	-6	-0.1	-6	-13	2	-4
CC1(C)CC2(CCO1)OC(=O)CC2C(=O)Nc1ccc(Cl)cc1[N+](=O)[O-] (stereo not drawn)
 : -1	0	-2	1.0	-3	0.3	-7	1	-14	-3
O=C(COC(=O)c1ccc(S(=O)(=O)N2CCCCCC2)cc1)NCc1ccc(Cl)cc1
 : 2	0	5	16	-11	-2.9	-2	2	.	-4
C/C(=C\C(=O)c1ccncc1)Nc1ccccc1O
 : -4	-3	7	-0.8	-7	-0.7	5	5	5	-1
CC1CCCN(CCCNC(=O)c2coc3nc4ccccc4nc23)C1 (stereo not drawn)
 : -2	0	-1	0.4	-2	-0.8	-168	-8	-18	-3
CCC(C)NC(=O)c1ccc(CS(=O)(=O)Cc2ccc(Cl)cc2)o1 (stereo not drawn)
 : -2	1	3	0.6	-4	-2.6	0	-11	-3	-1
COC(=O)c1ccc(/C=N\NC(=O)CC(=O)NCCc2ccccc2)cc1
 : -2	0	5	0.5	-1	-0.6	-15	-6	-1	2
O=C(CN(CC1CCCO1)C(=O)CNS(=O)(=O)c1ccccc1)NCc1ccco1 (stereo not drawn)
 : -2	0	3	0.0	0	1.3	-2	14	6	1
CSc1ncc(C(=O)Nc2ccc(Br)cn2)c(C)n1
 : -2	0	8	5.8	-12	0.0	-4	7	13	-3
